Screens: PubChem, The Scripps Research Institute Molecular Screening Center
Pf gametocyte = P. falciparum stage V gametocyte viability inhibition. P. falciparum stage V gametocytes, ATP luminescence, 24 h. inhibition, % at 10.9 µM. 0.065% of 150,000 active. AID 743093;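 active = inhibition above the mean plus 3 SD of compounds within the control limits, set per campaign, cut at about 38% in these data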;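 note: 0% = DMSO wells and 100% = medium only without gametocytes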
* = called active by the depositor.

SMILES | Pf gametocyte
COc1cccc(NC(=O)Cn2cc(C=O)c3ccccc32)c1 | 18
OCCOc1ccc(CN2CCN(CCCc3ccccc3)C(CCO)C2)cc1 (stereo not drawn) | -11
O=S(=O)(Nc1c(O)ccc2ccccc12)c1ccccc1 | 19
Cc1ccnc(N2CCN(c3cc(C)c(C#N)c4nc5ccccc5n34)CC2)c1 | -23
COC(=O)C1=C(c2ccc(OC)cc2)OC(=O)C1(C)C | -20
COc1ccccc1-c1c(C(F)(F)F)oc2c(CN(C)C)c(O)ccc2c1=O | 10
C[C@H]1COC(=O)[C@H](Cc2ccc(F)cc2)C/C=C\C[C@@H](CC(=O)NCCO)C(=O)N1 | -4
Cc1cccc(NC(=O)CSc2cccc3cccnc23)c1 | -4
COc1ccc(Cl)cc1NC(=O)C1CCCN(S(C)(=O)=O)C1 (stereo not drawn) | -21
CCN(CC)C(=O)c1ccc(CS(=O)(=O)Cc2ccccc2)cc1 | -2
O=C1CCC([N+](=O)[O-])C(C2CC=CCC2)N1 (stereo not drawn) | 0
O=C(NCCCCc1ccccc1)c1ccccc1Br | -26
Cc1ccc(Cn2cc(-c3ccccc3)nn2)cc1 | -4
S=C(NCCc1ccccc1)N1CCCC1 | 14
Cc1ccc(C(=O)c2c3ccc(C(F)(F)F)cc3[n+]([O-])n2CCCC(N)=O)cc1 | 5
Cc1cccc(CNc2ncnc3ccc(-c4cccnc4)cc23)c1 | -9
CCCCN(C/C=C/c1ccccc1OC)Cc1ccccc1 | -1
CCOC(=O)C1=C(C)N=c2s/c(=C/c3ccc(OCC(=O)O)c(OC)c3)c(=O)n2C1c1ccc(Cl)cc1 (stereo not drawn) | -21
O=C1c2ccccc2C(=O)N1Cc1cc(-c2ccc(Cl)cc2)no1 | -2
C=CCNC(=O)c1ccc(CN(c2ccc(OCC)cc2)S(=O)(=O)c2ccc(C)cc2)cc1 | -1
COc1ccccc1N1C(=O)c2cccc3cccc(c23)C1=O | 16
COC(=O)c1ccccc1Oc1cc(C(F)(F)F)nc(-c2ccccn2)n1 | -8
C[C@H]1CN=C(N(C)C)N1CC1CCCC1 | -12
Cc1nc(SCc2nc3ccc(C(F)(F)F)cc3[nH]2)c2oc3ccccc3c2n1 | -11
CCN(CC)CCCNC(=S)N(CCO)Cc1cc2cc3c(cc2[nH]c1=O)OCO3 | 5
c1ccc(-c2cnc(-c3ccccc3)nn2)cc1 | -18
Nc1nc(NCc2ccccc2Cl)n(-c2ccccc2)n1 | -12
CN(CCc1ccccn1)S(=O)(=O)c1ccccc1F | -27
O=C(CCCc1ccccc1)NCCc1ccc(F)cc1 | -5
CC(C)(C)OC(=O)N1CCCC(C(=O)Nc2cccc(C(=O)N3CCCC3)c2)C1 (stereo not drawn) | 20
O=C1CSC(c2cccc([N+](=O)[O-])c2)N1CCc1ccccc1 (stereo not drawn) | -30
COc1cc(/C=N/NC(=O)Cc2ccccc2)cc([N+](=O)[O-])c1O | -4
CCN1C(=O)[C@@H]2[C@@H](c3ccc(-c4ccc(C(C)=O)cc4)c(OC)c3)N3CCC[C@@]3(C(=O)OC)[C@@H]2C1=O | 14
NS(=O)(=O)c1ccc(CNC(=O)C(c2ccccc2)c2ccccc2)cc1 | 5
O=C(NC(=S)Nc1ccccc1[N+](=O)[O-])c1cncc(Br)c1 | 0
COc1ccccc1CNC(=O)Cn1nc(C)c([N+](=O)[O-])c1C | 3
COc1cc(/C=N/NC(=O)c2cc(-c3ccccc3C)nc3ccccc23)cc(OC)c1O | -5
CCc1cccc(OCC(O)Cn2c(N3CCCCC3)nc3c2c(=O)[nH]c(=O)n3C)c1 (stereo not drawn) | 7
COc1ccc2oc(=O)c(C(=O)NCCc3ccc(OC)c(OC)c3)cc2c1 | -11
COc1ccc([C@@H]2CC=C(C(=O)O)[C@H](c3ccc(F)cc3)N2S(=O)(=O)c2ccc(Cl)cc2)cc1 | 27
COc1ccc(NC(=O)CCCCC#Cc2ccccc2)cc1 | -47
Clc1ccc(OCCOCCNCc2ccccc2)cc1Cl | -20
Cc1ccccc1[C@@H](NC(=O)OC(C)(C)C)C(=O)OC(C)(C)C | 4
c1ccc(/N=C2\N=C(Nc3ccccn3)c3ccccc32)nc1 | -26
CCC1S/C(=N/N=C/c2ccco2)N(Cc2ccccc2)C1=O (stereo not drawn) | -19
Cc1ccccc1CCN1CCCC(CN(C)C(=O)c2ccc3ncccc3c2)C1 (stereo not drawn) | -3
CCN1C(=O)[C@@H]2[C@@H](c3ccc(-c4ccc(Cl)c(Cl)c4)cc3)N3CCCC[C@@]3(C(=O)OC)[C@@H]2C1=O | 20
C[C@H](NC(=O)c1nc[nH]c1C(=O)N(C)Cc1ccccc1)c1ccccc1 | -3
NC(=O)c1cc([N+](=O)[O-])ccc1NCC1CCCCC1 | 3
CC1(C)CCN2CCC(C)(C)c3c(O)ccc1c32 | 6
O=S(=O)(NCC1CCCO1)c1ccc(Br)cc1 (stereo not drawn) | -1
CCc1ccccc1N(CC(=O)NC(C)(C)CC)C(=O)CCC(=O)Nc1nccs1 | -20
COC(=O)CCC(=O)N1CCC(CCC(=O)NCc2ccc(F)cc2)CC1 | 4
O=c1oc([C@@H](O)c2ccccc2)cc2ccccc12 | -24
C[C@H]1CN=C(N(C)C)N1CC1CCC(C(C)(C)C)CC1 (stereo partly drawn) | -17
CN(C)S(=O)(=O)c1cccc(N=C2SCCN2Cc2ccccc2)c1 | 1
O=C(Nc1ccc2c(c1)OCCO2)c1ccc2nccnc2c1 | 0
Cc1cc(=O)n(C)c2ccc(S(=O)(=O)N3CCOCC3)cc12 | 6
CCOC(=O)[C@@H]1[C@H]2COc3cc(OC)ccc3[C@@H]2N2C(=O)N(c3ccc(F)cc3)C(=O)[C@]12C | -4
Cn1c(SCC(=O)O)nc2sc3c(c2c1=O)CCC3 | -2

16 entries already listed, ordered by length of the SMILES, rising:
SMILES | Pf gametocyte
Clc1ccc(OCCOCCNCc2ccccc2)cc1Cl | -20
CC1(C)CCN2CCC(C)(C)c3c(O)ccc1c32 | 6
Cn1c(SCC(=O)O)nc2sc3c(c2c1=O)CCC3 | -2
O=c1oc([C@@H](O)c2ccccc2)cc2ccccc12 | -24
O=C(Nc1ccc2c(c1)OCCO2)c1ccc2nccnc2c1 | 0
NC(=O)c1cc([N+](=O)[O-])ccc1NCC1CCCCC1 | 3
C[C@H]1CN=C(N(C)C)N1CC1CCC(C(C)(C)C)CC1 (stereo partly drawn) | -17
Cc1cc(=O)n(C)c2ccc(S(=O)(=O)N3CCOCC3)cc12 | 6
CN(C)S(=O)(=O)c1cccc(N=C2SCCN2Cc2ccccc2)c1 | 1
COC(=O)CCC(=O)N1CCC(CCC(=O)NCc2ccc(F)cc2)CC1 | 4
Cc1ccccc1CCN1CCCC(CN(C)C(=O)c2ccc3ncccc3c2)C1 (stereo not drawn) | -3
Cc1ccccc1[C@@H](NC(=O)OC(C)(C)C)C(=O)OC(C)(C)C | 4
CCc1ccccc1N(CC(=O)NC(C)(C)CC)C(=O)CCC(=O)Nc1nccs1 | -20
C[C@H](NC(=O)c1nc[nH]c1C(=O)N(C)Cc1ccccc1)c1ccccc1 | -3
CCOC(=O)[C@@H]1[C@H]2COc3cc(OC)ccc3[C@@H]2N2C(=O)N(c3ccc(F)cc3)C(=O)[C@]12C | -4
CCN1C(=O)[C@@H]2[C@@H](c3ccc(-c4ccc(Cl)c(Cl)c4)cc3)N3CCCC[C@@]3(C(=O)OC)[C@@H]2C1=O | 20

Next section:
SMILES | Pf gametocyte
CCc1ccc(-n2nc3cc(C)c(N)cc3n2)cc1 | 15
CC(O)CSc1nc2c(c(=O)[nH]c(=O)n2C)n1Cc1ccccc1 (stereo not drawn) | -4
CN(C)S(=O)(=O)c1ccc(Cl)c(NC(=O)CN2C(=O)NC(C)(C3CC3)C2=O)c1 (stereo not drawn) | -3
CCOC(=O)c1cnc(Cc2ccccc2)[nH]c1=O | -3
c1ccc2[nH]c(-c3cnco3)cc2c1 | 12
Cn1c(/C(C#N)=C(\O)c2cccc(F)c2)nc2ccccc21 | 3
Cc1cccc(C)c1OCCCCN1CCNCC1 | -14
COc1cc(OC)cc(-c2cc3nc4c(c(N5CCN(c6cnccn6)CC5)n3n2)CCCC4)c1 | -23
CC(NC(=O)c1cccs1)c1ccc(Cl)cc1 (stereo not drawn) | 0
COc1cc(CCCN2CCNC[C@@H]2Cc2ccccc2)cc(OC)c1OC | -19
C#CCNC(=O)C1=C[C@@H](c2ccc(C(F)(F)F)cc2)C[C@@H](OCc2ccc(CO)cc2)O1 | -8
CC(CC(=O)Nc1nnc(C(C)(C)C)s1)c1ccccc1 (stereo not drawn) | -5
COc1cc([N+](=O)[O-])ccc1NC(=O)C1C2C=CC(C2)C1C(=O)O (stereo not drawn) | 2
O=C1C=C(N2CCCCC2)c2ccccc2C1=O | 5
Clc1cccc(OCCCn2ccnc2)c1 | -2
CCN(CC)CCCN(Cc1cc2cc3c(cc2[nH]c1=O)OCO3)C(=S)NCCCN(C)C | 4
CCC(=O)N1CCN(c2cc3c(cc2F)c(=O)c(C(=O)O)cn3CC)CC1 | -10
Cn1c(CNC(=O)c2ccc(F)cc2)cc2ccccc21 | 6
COc1ccc(NC(=O)c2ccc(COc3ccccc3Br)o2)c(OC)c1 | 12
O=C1CC2(CCCC2)Oc2ccc(Cl)cc21 | -24
COc1ccccc1/C=C/C(=O)OC(C)CN1CCCCC1 (stereo not drawn) | -4
C=CCSc1nsc(NC(=O)Nc2ccc(F)cc2)n1 | -23
Cc1csc(NC(CO)c2nc3ccccc3n2CCOCCO)n1 (stereo not drawn) | 8
CCC(=O)Nc1ccc(CCC(=O)N2CCCC2)cc1 | -26
Cc1cc(C)nc(NS(=O)(=O)c2ccc(NC(=O)c3ccccc3C)cc2)n1 | 6
Cc1cccc(C(=O)Nc2ccc3ccccc3c2)c1 | -11
COc1ccc(C(=O)NC(CC(C)C)C(=O)O)cc1 (stereo not drawn) | -3
COc1cccc(C(=O)NN2CCOCC2)c1 | -4
CCOC(=O)[C@@H](C)N(C(=O)OC(C)(C)C)S(=O)(=O)N(Cc1ccccc1)[C@H](C(=O)OC)C(C)C | 23
Cc1cc(C)c(C)c(OCCN2CCOCC2)c1 | 5
O=C(NCCc1ccccc1)[C@@H]1CC=C[C@@H]2CCN(Cc3ccc(Cl)c(Cl)c3)C(=O)[C@@H]21 | 3
Cc1ccc(CNC2CCCCC2)s1 | 22
Cc1ccc(CN2CCN(/N=C/c3cc(Br)ccc3F)CC2)cc1 | 0
CCCCCn1c(CN2CCN(C(=O)OCC)CC2)nc2c1c(=O)n(C)c(=O)n2C | 5
COc1ccc(N2C(=O)c3ccc(C(=O)Nc4ccccc4OC)cc3C2=O)cc1 | -6
Cc1cccc2nc3ccccc3cc12 | 24
CCc1ccc2c(c1)Sc1ccccc1CC2N1CCN(C)CC1 (stereo not drawn) | 9
Nc1ccc(S(=O)(=O)N2CCOCCOCCOCCOCCOCC2)cc1 | 5
COC(=O)Cc1cc(C)cc2c(=O)cc(-c3ccoc3)oc12 | 16
O=C1CCN(Cc2ccccc2)CCN1[C@H](COc1ccccc1)Cc1ccccc1 | -23
CC(C)c1ccc(S(=O)(=O)NCc2ccc3c(c2)OCO3)cc1 | 0
CCC/C(=C1/c2ccccc2C(=O)N1c1ccccc1)c1ccc2c(c1)OCO2 | 15
CC(=O)N1[C@H](Cc2ccccc2)C=C[C@]1(C)C(=O)NCCN1CCOCC1 | -34
CCN(CC)S(=O)(=O)c1ccc(OC)c(NS(=O)(=O)Cc2ccccc2)c1 | 5
COc1ccc(C2(C)ON(c3ccccc3C(F)(F)F)C2=O)cc1 (stereo not drawn) | -6
O=C(NCC1CC1)c1cccc2c1C(=O)c1ccc(-c3ccc(OC(F)(F)F)cc3)cc1S2(=O)=O | -10
CN1CCC(=O)N([C@H](CSc2ccccc2)Cc2ccccc2)CC1 | -9
COc1ccc(NC(=O)c2cc3ccccc3o2)cn1 | 1
CN(CC(O)COc1ccc2ccccc2c1)C1CCCCC1 (stereo not drawn) | -3
Cc1ccc2nc(-c3ccc(O)cc3)oc2c1 | 15
Cn1cncc1C#Cc1ccc2cc(CCCO)oc(=O)c2c1 | 15
Cc1ccc(C(=O)Nc2scc(-c3ccccc3)c2C(=O)O)cc1 | -3
CCOC(=O)[C@H]1[C@H]2COc3ccc(OC)cc3[C@@H]2N2C(=O)[C@H](C)NC(=O)[C@@]12C | 17
CC1(c2nnc(Cc3ccccc3)o2)CC(c2ccccc2Br)=NO1 (stereo not drawn) | -4
O=C(/C=C/c1c(F)cccc1Cl)Nc1cccnc1 | 16
CC(C)C[C@H](NC(=O)c1nc[nH]c1C(=O)NC1CCNCC1)C(=O)OCc1ccccc1 | 10
COc1ccc(CN2CC(=O)N3[C@H]4c5ccccc5OC[C@@H]4[C@H](c4ccccc4)[C@]3(C)C2=O)cc1 | 25
CCc1cccc(NC(=O)C2CC2c2ccccc2)c1 (stereo not drawn) | -18
CC(NC(=O)c1c(O)c2ccccc2n(C)c1=O)c1ccccc1 (stereo not drawn) | 5
CCn1nccc1C(=O)Nc1ccccc1OC | 5
(cont.)
SMILES | Pf gametocyte
O=C(Nc1cc(Cl)ccc1Cl)c1ccco1 | -31
Cc1ccc(NC(=O)c2cccnc2)c([N+](=O)[O-])c1 | -17
Cc1oc2nc(SCC(=O)NC3CCCCC3)nc(N)c2c1C | -51
O=C(Oc1ccc2ccc(O)cc2c1)c1ccccc1Cl | 17
O=C(C[C@H]1C/C=C\C[C@@H](Cc2ccc(F)cc2)C(=O)O[C@@H](c2ccccc2)CNC1=O)N[C@@H](CO)Cc1ccccc1 | 6
O=C(NNC(=O)c1nc2ccccc2[nH]1)OCc1ccccc1 | 1
O=C(Nc1ccccc1)c1cccc(NC(=O)c2ccco2)c1 | 17
CCOc1ccc(OCCn2c(SCC(=O)O)nc3ccccc32)cc1 | 15
CSc1ccc(C2Nc3cccc4cccc(c34)N2)cc1 | -35
OCC1(CO)COC(/C=C/c2ccccc2)=N1 | 6
CN(C(=O)c1ccc(NC(=O)Cc2cccc(NC(=O)C3CCN(C(=O)c4ccccc4)CC3)c2)cc1)C1CCCC1 | 17
COc1ccc(S(=O)(=O)N2CCC(C)CC2)cc1OC | 15
CCOC(=O)CCNC(=O)N1CCC(CCOc2ccccc2)(C(=O)OCC)CC1 | 2
C[C@H](CO)N1C[C@H](C)[C@@H](CN(C)S(=O)(=O)c2ccc(F)cc2)Oc2ccc(NC(=O)c3ccncc3)cc2C1=O | 6
CCc1ccc(OCC(=O)Nc2ccncc2)c(Br)c1 | 1

The list is partial; the hit share may differ from the screen's.
